From PubChem BioAssay
14-3-3 Bad inh = disrupts binding of bovine 14-3-3 zeta to phospho-Bad peptide; P63103; TR-FRET 14-3-3zeta/Dy647-pBad peptide displacement, 1 h; inhibition, % at 21.7 µM; hit rate 0.71% among 220,000;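 active = inhibition above about 70%, limit read from the data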;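 note: 0% = full 14-3-3 plus peptide FRET controls and 100% = background without 14-3-3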
Wee1 degr inh = human Wee1 degradation inhibition, primary screen; reporter increase, % at 5 µM; hit rate 1.2% among 220,000; AID 1321; HeLa Luc-Wee1K328M stability, luciferase luminescence; 100% = proteasome inhibitor MG132 effect; P30291;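 active = activation above the mean of all tested compounds plus 3 SD, set per screening run, cut at about 8.8% in these data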;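 note: cells exposed to compound for 20 h before luminescence read; 0% = DMSO alone and 100% = MG132 at 30 µM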
p97 ATPase inh = blocks human p97 ATPase activity; hit rate 0.42% among 220,000; recombinant p97 ATPase, Kinase-Glo ATP luminescence, 3 h; P55072; AID 1481; inhibition, % at 8 µM; in the data active = inhibition above about 15%;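 note: 0% = DMSO vehicle and 100% = wells lacking enzyme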
FXIa inh 1536 = inhibitors of human coagulation factor XIa. P03951. purified FXIa, Boc-Glu-Ala-Arg-AMC fluorogenic substrate. inhibition, % at 5 µM. hit rate 0.14% among 220,000;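 active = inhibition of at least 40%; inactive = inhibition below 40%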;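 note: fluorescence of freed AMC excited at 355 nm; 0% = enzyme without compound and 100% = no enzyme blank; many of its hits are not listed in these tables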
hK5 inh = blocks human kallikrein 5 protease activity. Q9Y337. recombinant hK5, fluorogenic AMC substrate cleavage. inhibition, % at 5 µM. hit rate 0.59% among 210,000;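 active = inhibition of 40% or more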;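 note: 0% = enzyme controls without compound and 100% = no-enzyme blanks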
MDM2 E3 inh = Mdm2 E3 ligase (human) inhibition; Q00987; cell-based MDM2 ubiquitination luciferase reporter, 2 h; 0 = plate control, 100 = twice control, blank-subtracted; hit rate 0.11% among 210,000; signal enhancement, % at 5 µM; AID 1230;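 active = signal enhancement of 30% or more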;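 note: luminescence tracks abundance of the self-degrading MDM2-luciferase fusion protein; higher signal means inhibition of MDM2 E3 ligase activity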
Target sequence (Q00987 whole entry, looked up, the tested form may be a part): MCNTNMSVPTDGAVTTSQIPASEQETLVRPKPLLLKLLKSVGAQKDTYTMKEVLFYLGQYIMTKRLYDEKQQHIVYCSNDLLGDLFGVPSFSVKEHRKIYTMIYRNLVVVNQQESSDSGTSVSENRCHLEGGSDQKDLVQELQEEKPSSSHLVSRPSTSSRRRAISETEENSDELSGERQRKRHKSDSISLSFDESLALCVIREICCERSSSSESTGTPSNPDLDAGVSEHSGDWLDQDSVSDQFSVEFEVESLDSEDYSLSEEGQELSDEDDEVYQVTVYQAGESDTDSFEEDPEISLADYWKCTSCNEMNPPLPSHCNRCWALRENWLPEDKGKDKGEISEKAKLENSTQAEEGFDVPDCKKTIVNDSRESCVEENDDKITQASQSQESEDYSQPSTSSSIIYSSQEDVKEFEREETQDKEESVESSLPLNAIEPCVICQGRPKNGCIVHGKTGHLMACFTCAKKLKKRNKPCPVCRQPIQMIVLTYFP
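Buffer or medium: Cells held in DMEM | Assay system: Stable mammalian line carrying autodegrading MDM2–luciferase fusion reporter | Quantity: 2000 cells/well | Times: 4 h settle plus 2 h compound, 37 °C | Doses: One concentration, 5 µM, with 0.2% DMSO | Technique: Luminescence with SteadyLite reagent, 15 min at room temperature | Benchmarks: Plate controls and plate blanks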
FXIIa inh 1536 = inhibitors of human coagulation factor XIIa; P00748; purified FXIIa, Boc-QGR-AMC fluorogenic substrate, 2 h; inhibition, % at 5 µM; hit rate 0.3% among 220,000; AID 800; in the data active = inhibition above about 40%;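 note: 0% = enzyme with no compound and 100% = blank without enzyme; many of its hits are not listed in these tables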
eIF4E 4G PPI = eIF4E/eIF4G interaction inhibition in translation initiation; hit rate 0.37% among 220,000; inhibition, % at 21.7 µM; TR-FRET eIF4E-eIF4GI(517-606) binding, 2 h; P63073+Q04637;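 active = inhibition above about 30%, limit read from the data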;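 note: 0% = full FRET control wells and 100% = background wells lacking eIF4GI fragment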
Rad51 HR inh = blocks human Rad51 in homologous recombination; AID 1385; hit rate 0.085% among 200,000; hRad51 DNA strand exchange, fluorescence dequenching; inhibition, % at 10 µM; Q06609;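 active = inhibition above 40% at the single screening dose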;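 note: 0% = DMSO control wells and 100% = blanks with heterologous ssDNA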
Target sequence (Q06609 whole entry, looked up): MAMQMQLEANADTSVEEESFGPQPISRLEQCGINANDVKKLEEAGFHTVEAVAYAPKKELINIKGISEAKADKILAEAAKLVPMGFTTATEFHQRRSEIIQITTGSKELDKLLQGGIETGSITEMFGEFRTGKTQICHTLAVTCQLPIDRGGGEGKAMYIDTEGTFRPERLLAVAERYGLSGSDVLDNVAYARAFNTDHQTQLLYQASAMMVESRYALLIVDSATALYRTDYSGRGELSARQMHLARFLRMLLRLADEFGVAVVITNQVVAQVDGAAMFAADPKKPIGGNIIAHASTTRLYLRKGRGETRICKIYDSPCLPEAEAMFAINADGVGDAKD
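Test system: preformed human Rad51 ssDNA filaments; also added: Donor/quencher-labelled 47-bp dsDNA substrate; doses: 10 µM final, single point; times: 37 °C 15-min filament assembly, 30-min compound preincubation, 15-min exchange; detection: FRET fluorescence dequenching, excitation 485 nm, emission 520 nm; read-out basis: Fluorescence-based percent inhibition, control- and blank-normalised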
Active calls of the source: *; / = no result given; [ ] = remark or other dose.

Sequence of screens – eIF4E 4G PPI	MDM2 E3 inh	hK5 inh	FXIa inh 1536	Wee1 degr inh	FXIIa inh 1536	14-3-3 Bad inh	p97 ATPase inh	Rad51 HR inh
COc1cc(C2c3c([nH]c(=O)[nH]c3=O)Nc3ccc4ccccc4c32)ccc1O (configuration not stated)
 : 7	-5	-5	-10	-2	5	-10	8	3
O=C1N/C(=N\S(=O)(=O)Cc2ccccc2)S/C1=C/c1cc([N+](=O)[O-])ccc1O
 : -4	-7	1	6	-2	11	4	4	-100
COc1ccc(-c2cc(C(=O)NCCN3CCOCC3)c3ccccc3n2)c(OC)c1
 : -4	-14	1	-3	1	-7	-3[fluorescence artefact?]	-1	-6
CCCC(=O)N(CCN(C(=O)CCC)c1ccccc1)c1ccccc1
 : 1[fluorescence artefact?]	-11	-9	-2	1	10	-9[fluorescence artefact?]	-9	0
CSc1ccc(C2CC(=O)Nc3c2c(=O)n(C)c(=O)n3C)cc1 (configuration not stated)
 : -6	-11	4	2	-1	5	-1	6	7
N#Cc1cnn(-c2cccc(Cl)c2)c1-n1cccc1
 : 8	-9	6	-2	-1	13	1	-1	-8
COC(=O)c1ccccc1NC=C1C(=O)OC2(CCCCC2)OC1=O
 : 2	-13	-10	-1	0	4	-1	4	/
Cc1ccc(-n2c(C)cc(/C=N/NC(=O)CC3(C)OCCO3)c2C)cc1
 : -6	/	-4	8	0	15	4[fluorescence artefact?]	-3	2
O=S(=O)(Nc1ccc2nc(C(F)(F)F)[nH]c2c1)c1ccccc1
 : -2	1	-10	3	0	4	5	7	-1
CCc1ccc2nc(N3C(=O)C(O)=C(C(=O)c4ccco4)C3c3cccs3)sc2c1 (configuration not stated)
 : -7	-23	17	3	3	13	3[fluorescence artefact?]	-2	-4
CC1C(c2ccccc2)C(C#N)(C#N)C2(C#N)C(=O)NC1(N)C2C (configuration not stated)
 : -1	-16	0	2	-1	10	-6	1	0
COc1ccccc1C(=O)Nc1ccc(N2CCN(C(C)=O)CC2)cc1
 : -2	2	0	-4	4	4	-13	2	21
Cn1c(NC(=O)c2ccco2)c(-c2ccccc2Cl)c(=O)c2ccccc21
 : -3	-20	-14	-11	-3	9	1	2	-4
COC(=O)COC(=O)CC(CC(N)=O)c1ccccc1 (configuration not stated)
 : -7	-6	-7	3	-2	15	-5	1	-7
Cc1cccc(Nc2nc3c(S(=O)(=O)c4ccccc4)nnn3c3ccccc23)c1C
 : 11	-4	-23	-7	0	-8	-7	3	2
O=C(Nc1cccc(Cl)c1N1CCCC1)c1cc2ccccc2o1
 : 2	-35	1	21	-1	28	3	0	-2
CCCN(C(=O)c1cc(S(=O)(=O)N2CCCCC2)ccc1Cl)C1CCS(=O)(=O)C1 (configuration not stated)
 : 6	-76	0	2	0	7	2	-2	3
CCOC(=O)/C(C#N)=C1/C=CN(Cc2ccccc2)C=N1
 : -8	-22	0	6	-1	11	9	6	4
CN(c1ccccc1C(=O)Nc1cccc(Cl)c1Cl)S(C)(=O)=O
 : 0	7	-4	-13	0	-2	-3	-7	0
CNC(=S)NCCc1cc2c(OC)ccc(OC)c2[nH]c1=O
 : -4	-8	-9	-5	-2	7	-15	-3	2
O=C(C/C=N/OCc1ccccc1F)c1cnc(-c2ccc(Cl)cc2)s1
 : -2	-10	-3	2	0	13	-3	-3	-6
O=c1[nH]c2ccc(Cl)cc2c(-c2ccccc2)c1N1CCN(CCO)CC1
 : -13	7	-6	1	0	12	-1[fluorescence artefact?]	-6	-3
O=C(Cn1cnc2c(nnn2-c2ccccc2)c1=O)N1CCCc2ccccc21
 : 3	-22	-6	4	3	17	53[fluorescence artefact?]	5	-4
Cc1nn(CC(=O)Nc2cc(S(=O)(=O)N(C)C)ccc2Cl)c(C)c1[N+](=O)[O-]
 : 5[fluorescence artefact?]	-10	-17	-3	2	-6	-11	-2	1
COCCCNC(=O)C1CCN(c2ncccn2)CC1
 : -7[fluorescence artefact?]	-18	-11	-6	3	13	-2	5	6
Clc1ccc2nc3ccccn3c2c1
 : 0	-20	-1	-6	2	-4	-5	-1	7
O=C(CSc1nnc(-c2ccccc2O)n1Cc1ccccc1)NNC(=O)c1ccccc1O
 : 0[fluorescence artefact?]	-13	-218	11	3	12	14	-4	-7
COc1ccc(-c2nc(C#N)c(NCc3ccc(C)cc3)o2)cc1OC
 : 3	5	-4	-12	-1	-4	-8[fluorescence artefact?]	-4	5
CC(O)[C@H]1CNC(=O)C(=O)N1CCC12CC3CC(CC(C3)C1)C2 (some centres not stated)
 : -15	7	1	4	/	8	2	/	7
COc1ccc(NC(=O)C2CCN(C(=O)c3cccs3)CC2)c(OC)c1
 : 5	-40	-3	0	0	6	-7[fluorescence artefact?]	-2	-1
COC(=O)c1cccc(COC(=O)c2ccccc2NC(=O)c2ccco2)c1
 : 3	-8	-30	-15	-2	0	4	-6	-2
CCOc1ccccc1NC(=O)c1cc(CC(C)C)oc1C
 : -4	-12	-7	5	1	21	-13	1	-1
Cc1ccc(C)n1-c1sc2c(c1C#N)CCCC2
 : 5	-5	-6	6	-2	14	6[fluorescence artefact?]	-1	-6
CCC(Sc1ncnc2c1c(-c1ccccc1)cn2-c1ccc(OC)cc1)C(=O)OC (configuration not stated)
 : 7	-18	2	-3	1	3	4	-1	1
Cc1cccc(SCc2noc(C(=O)NC(C)C)c2C(=O)O)c1
 : 1	-10	-26	-13	0	-3	23	-2	1
CC1Nc2nc(N(C)C)[nH]c(=O)c2NC1C (configuration not stated)
 : -1	-9	-20	5	2	8	-26	5	6
O=c1ccc2cc(S(=O)(=O)N3CCN(c4ccccc4)CC3)ccc2o1
 : -2	-26	5	-10	2	0	-11	0	-4
COC(=O)c1ccc(Nc2nc(C)cc(C)n2)cc1
 : 2	-9	-4	-2	-3	15	-10	9	-6
Cc1cccc(-c2nnc3sc(-c4ccccc4C)nn23)c1
 : 9	-1	-23	0	6	-1	8	-2	-4
CCN(CC)C(C(=O)NC1CCCCC1)c1ccc(C)cc1 (configuration not stated)
 : 5	-8	-2	-3	0	2	-7	-1	8
C/C(=N\OC(=O)c1ccc(F)cc1)c1sc(-c2ccccc2)nc1C
 : 8	-12	-3	6	-3	3	1	4	3
COc1ccccc1C(=O)NCC(=O)N/N=C/c1cccc(Cl)c1
 : -5	-11	-8	-5	5	3	-10	2	25
Cc1cc(C(=O)COC(=O)/C=C/c2cccc(F)c2)c(C)n1C
 : -3	-5	1	2	0	5	-5	5	-25
O=C(O)c1cccc(CSc2nnc(-c3ccco3)o2)c1
 : 4	-21	4	4	6	16	-1	1	-3
Cc1nnc(NC(=O)c2sc3ccccc3c2Cl)s1
 : -6	-53	-15	-1	0	17	-18	-1	1
CCc1ccc(NC(=O)C(C)OC(=O)c2cc(=O)[nH]c3ccc(S(=O)(=O)Nc4ccc(F)cc4)cc23)cc1 (configuration not stated)
 : 3	1	-1	3	3	10	-6	3	6
CN1CCN(C(=O)c2ccc(-n3cccc3)cc2)CC1
 : 6[fluorescence artefact?]	-5	4	-8	4	-12	-2	-2	-5
O=C(CNC(=O)C(c1ccccc1)c1ccccc1)N/N=C\c1ccc2c(c1)OCO2
 : 5[fluorescence artefact?]	-1	0	11	2	6	6	6	-2
COC(=O)Nc1c(C)n(C)n(-c2ccccc2)c1=O
 : 0	-12	-1	6	-1	20	-8	5	4
Cc1ccc(C(=O)NNC2=Nc3cccc4cccc2c34)cc1
 : 0	-6	-30	-7	2	2	-2	2	-4
CC(=O)N1CCN(c2nnnn2-c2ccccc2)CC1
 : 1	-4	-7	5	0	17	1	4	-11
COc1cc(-c2noc(C3CCCN(S(=O)(=O)c4cccc(Cl)c4)C3)n2)cc(OC)c1OC (configuration not stated)
 : /	-18	-3	2	3	15	/	2	10
Cc1ccc(NC(=O)CN(C)C(=O)CCOc2cccc(C)c2)cc1
 : -4	-10	-9	3	6	12	-5	-4	-3
CCN1CCN(C(=O)c2ccc(COc3ccc(Cl)cc3)o2)CC1
 : -17	-1	-6	5	2	11	-3[fluorescence artefact?]	0	-5
CCCCC(=O)NCc1ccc2c(c1)cc(C)n2C
 : 1	-1	1	-4	0	8	-20	-8	1
Cc1ccc(S(=O)(=O)Nn2c(C)ccc2C)cc1
 : 1	-18	-6	7	1	14	-5	-2	-1
Cc1ccc(C(=O)N/C(=C/c2ccccc2)C(=O)NCc2ccncc2)cc1
 : 2	-8	-1	0	0	5	-1	5	17
O=[N+]([O-])c1cc([N+](=O)[O-])c(N2CCOCC2)cc1NCc1ccccc1
 : -2	-4	-1	7	0	2	-4	4	-2
Cc1cc(Nc2ccccc2Br)n2nc(C)nc2n1
 : -2[fluorescence artefact?]	/	-4	3	-2	11	6	0	/
Cc1csc(SCc2c(C(=O)O)oc3ccccc23)n1
 : 7	-9	4	1	0	4	51	5	-5
O=C(NCCc1cccs1)C12CN(Cc3ccccc3)CC1C(c1cccc([N+](=O)[O-])c1)=NO2 (configuration not stated)
 : -17	2	-17	9	-4	10	7	1	9

Profiles from above:
O=C(CSc1nnc(-c2ccccc2O)n1Cc1ccccc1)NNC(=O)c1ccccc1O is entered as eIF4E 4G PPI = 0[fluorescence artefact?]; MDM2 E3 inh = -13; hK5 inh = -218; FXIa inh 1536 = 11; Wee1 degr inh = 3; FXIIa inh 1536 = 12; 14-3-3 Bad inh = 14; p97 ATPase inh = -4; Rad51 HR inh = -7
CCCCC(=O)NCc1ccc2c(c1)cc(C)n2C is entered as eIF4E 4G PPI = 1; MDM2 E3 inh = -1; hK5 inh = 1; FXIa inh 1536 = -4; Wee1 degr inh = 0; FXIIa inh 1536 = 8; 14-3-3 Bad inh = -20; p97 ATPase inh = -8; Rad51 HR inh = 1
